eLon inh = inhibitors of E. coli Lon protease, primary screen, biochemical, fluorescence polarization; 360,000 tested, 0.42% active; purified E. coli Lon protease; inhibition, % at 7.94 µM; in the data active = inhibition above about 13%, passing the limit was not always enough;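 also: 0% = enzyme with probe and DMSO and 100% = no enzyme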
Rpn11 inh = Rpn11 (PSMD14) deubiquitinase inhibitors, primary screen, biochemical, fluorescence polarization, uHTS. 26S proteasome non-ATPase regulatory subunit 14 (Homo sapiens), O00487. AID 588493, 2011. calls only at 20 µM. human 26S proteasome, Ub4-pepOG fluorescence polarization; 20S core pre-blocked with epoxomicin. 360,000 tested, 0.59% active;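 active = inhibition at 20 µM, scaled to each plate's controls, above about 33%, limit read from the data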
MsrA act = bovine MsrA enzyme activators, primary screen, biochemical, absorbance, HTS; 360,000 tested, 0.3% active; Methionine sulfoxide reductase A (Bos taurus); activation, % at 10.6 µM; purified bovine MsrA, absorbance read-out; in the data active = activation above about 7.5%;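 also: 0% = vehicle and 100% = reference activator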
MT1-MMP act inh = blockers of MT1-MMP proenzyme processing, primary screen, HT1080 RFP-PRO-GFP cells, GFP/RFP fluorescence; GFP/RFP ratio fluorescence, overnight; percent of plate control window, DMSO zero; 360,000 tested, 0.061% active; GFP/RFP ratio change, % at 20 µM;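 active = GFP/RFP ratio change of at least 30% with cell ATP level not reduced by more than half and red fluorescence within 50% of control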; also: strong numbers were not always called active
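Read-out: GFP/RFP fluorescence ratio; Test system: RFP-PRO-GFP reporter HT1080 cells; Compound dosing: single-point 20 µM compound, 1% DMSO; Times: overnight compound exposure at 37 °C.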
Rin1 Abl inh = inhibitors of Rin1-Abl protein binding, primary screen, biochemical, TR-FRET; AID 588664, 2011; inhibition, % at 7.35 µM; Tyrosine-protein kinase ABL1 (Homo sapiens) + Ras and Rab interactor 1 (Homo sapiens), …; 360,000 tested, 0.4% active; in the data active = inhibition above about 5%, passing the limit was not always enough
FAS TE block = FAS thioesterase domain inhibitors, primary screen, biochemical, fluorescence intensity, uHTS; Fatty acid synthase (Homo sapiens), P49327; recombinant FAS-TE, OMFH fluorogenic substrate, fluorescence endpoint; inhibition, % at 15 µM; 360,000 tested, 0.67% active; AID 602261, 2012;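 active = compounds whose normalised, plate-corrected inhibition of enzyme fluorescence in the single-dose primary screen is 50% or more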;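 also: 0% = DMSO with enzyme and 100% = substrate without enzyme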
MLLE-PAM2 inh = inhibitors of PABP1 MLLE–PAM2 peptide binding, primary screen, biochemical, fluorescence polarization, FITC-PAM2, GST-MLLE | 360,000 tested, 0.36% active | inhibition, % at 20 µM | Polyadenylate-binding protein 1 (Homo sapiens), P11940 | AID 588489, 2011; in the data active = inhibition above about 35%, passing the limit was not always enough;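 also: plate controls were DMSO wells with GST-MLLE for no effect and wells lacking GST-MLLE protein for full effect; some results filed as inactive read as strong as hits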
Target sequence (P11940 whole entry, looked up): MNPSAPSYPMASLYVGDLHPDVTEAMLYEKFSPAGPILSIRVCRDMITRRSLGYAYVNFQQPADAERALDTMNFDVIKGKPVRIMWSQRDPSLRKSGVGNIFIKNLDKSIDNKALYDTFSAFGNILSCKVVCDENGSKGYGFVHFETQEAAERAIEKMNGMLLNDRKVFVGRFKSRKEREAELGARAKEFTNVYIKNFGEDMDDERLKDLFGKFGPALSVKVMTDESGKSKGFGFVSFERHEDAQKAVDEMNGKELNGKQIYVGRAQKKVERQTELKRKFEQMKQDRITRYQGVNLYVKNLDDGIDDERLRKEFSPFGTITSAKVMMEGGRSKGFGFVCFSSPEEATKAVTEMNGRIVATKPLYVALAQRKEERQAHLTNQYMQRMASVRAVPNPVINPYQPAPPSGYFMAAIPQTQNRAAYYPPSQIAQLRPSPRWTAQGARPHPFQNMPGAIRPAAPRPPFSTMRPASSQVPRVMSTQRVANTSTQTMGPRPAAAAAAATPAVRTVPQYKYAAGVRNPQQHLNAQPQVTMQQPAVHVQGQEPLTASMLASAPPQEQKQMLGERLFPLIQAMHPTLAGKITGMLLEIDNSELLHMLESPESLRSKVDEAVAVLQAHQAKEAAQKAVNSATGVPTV
MsrA inh = bovine MsrA enzyme inhibitors, primary screen, biochemical, absorbance, HTS. purified bovine MsrA, absorbance read-out. inhibition, % at 15.5 µM. 360,000 tested, 0.75% active. AID 651718, 2012; in the data active = inhibition above about 4.5%;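 also: 0% = vehicle wells with enzyme and 100% = reference inhibitor wells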
CSN deneddyl inh = inhibitors of CSN-mediated cullin deneddylation, primary screen, biochemical, fluorescence polarization, uHTS. 360,000 tested, 0.38% active. AID 651999, 2013. inhibition, % at 12.5 µM. Purified CSN, SCF-Nedd8-OG deneddylation. COP9 signalosome complex subunit 5 (Homo sapiens), Q92905;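 active = pattern-corrected inhibition above about 35%, with an unprinted fluorescence ratio check between 0.5 and 1.5, limit read from the data, passing the limit was not always enough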;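 also: 0% = enzyme with substrate and 100% = substrate without enzyme; some results filed as inactive read as strong as hits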
Target sequence (Q92905 whole entry, looked up, one chain of several): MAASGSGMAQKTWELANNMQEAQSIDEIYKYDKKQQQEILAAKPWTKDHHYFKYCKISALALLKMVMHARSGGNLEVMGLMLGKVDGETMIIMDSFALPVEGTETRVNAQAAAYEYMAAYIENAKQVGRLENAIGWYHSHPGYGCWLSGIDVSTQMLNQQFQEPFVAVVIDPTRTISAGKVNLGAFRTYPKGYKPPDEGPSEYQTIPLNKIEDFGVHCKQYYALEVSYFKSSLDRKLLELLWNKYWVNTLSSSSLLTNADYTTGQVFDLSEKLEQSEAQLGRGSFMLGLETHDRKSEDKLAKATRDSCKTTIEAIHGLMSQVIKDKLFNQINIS
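Test system: purified human Csn5 enzyme expressed in HEK293T cells. Amount: 0.24 nM enzyme. Reagent: SCFSkp2-Nedd8OG substrate at 10 nM final. Schedule: 90 min incubation of compound, enzyme and substrate at room temperature. Detection: fluorescence polarization. Read-out: % inhibition of substrate cleavage by Csn5.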
Active calls of the source: *; i = inactive; . = not tested or not shown. Random draw from the library; 3.7% or so of the library scored in one or more.

SMILES | eLon inh | Rpn11 inh | MsrA act | MT1-MMP act inh | Rin1 Abl inh | FAS TE block | MLLE-PAM2 inh | MsrA inh | CSN deneddyl inh
O=C(Nc1ccc(Br)c(C(F)(F)F)c1)c1ccc(C(F)(F)F)cc1 | 9 | i | -2 | -18 | 2 | 46 | 3 | 0.3 | -2
Cc1ccc([C@@H]2[C@@H]3C(=O)N(C)C(=O)[C@@H]3[C@]3(Cc4ccccc4)C(=O)N(Cc4ccccn4)CC(=O)N23)o1 | -15 | i | -4 | 5 | 3 | -7 | 0 | 0.1 | 0
NS(=O)(=O)OCCCCCc1ccccc1 | 2 | i | -1 | 1 | 6 | -4 | 2 | -0.6 | 1
C[C@@H]1CCCCO[C@H](CN(C)Cc2ccc(Cl)c(Cl)c2)[C@H](C)CN([C@@H](C)CO)C(=O)c2cc(NC(=O)Nc3ccc(F)cc3)ccc2O1 | 0 | i | -3 | 4 | 2 | 29 | 7 | 0.2 | -1
FC(F)(F)c1cc(N2CCOCC2)nc(-c2ccccc2)n1 | -3 | i | -4 | 1 | 2 | -1 | 13 | 0.5 | -5
O=c1oc2ccccc2c2c1C(O)CO2 (stereo not given) | 3 | i | -5 | -2 | 3 | -4 | 3 | 1.7 | -2
Cc1ccc(NC(=O)CCCn2nc(C)c3c(C)n(-c4ccccc4)nc3c2=O)c(Cl)c1 | 5 | i | -1 | -4 | 2 | 4 | 6 | -0.2 | -2
Cc1ccc(S(=O)(=O)N2CCOCC2)cc1C(=O)OCC(=O)Nc1ccc(Cl)cn1 | 6 | i | 0 | -1 | -3 | 6 | 0 | -1.1 | -3
O=C(O)C1CCCCC1C(=O)NCCCN1CCOCC1 (stereo not given) | 4 | i | -3 | 3 | 2 | -11 | 6 | 0.6 | 4
O=C(/C=C/c1ccccc1)Nc1cc(S(=O)(=O)N2CCOCC2)ccc1N1CCCC1 | 2 | i | -4 | -1 | -3 | 8 | -9 | -1.2 | -9
CCOC(=O)c1c(C)nc2sc3c(=O)n(-c4ccc(C(C)=O)cc4)cnc3c2c1-c1ccc(OC)cc1 | -3 | i | -1 | 4 | 1 | 38 | 0 | 0.5 | -1
N/C(=N\OC(=O)c1cccc(F)c1)c1ccccc1 | -6 | i | -7 | 2 | 2 | -6 | -4 | -0.4 | -4
Cn1cc([N+](=O)[O-])c(C(=O)Nc2nccs2)n1 | -3 | i | -11 | -15 | 1 | -7 | 20 | -0.6 | -1
N#CC(C#N)=Cc1cc2ccccc2nc1N1CCCCC1 | 0 | i | -6 | -3 | -2 | 0 | 3 | -0.4 | 8
COCCN(C(=O)COC(=O)c1cc(C)oc1C)c1c(N)n(Cc2ccccc2)c(=O)[nH]c1=O | -1 | i | -4 | 0 | 1 | -6 | 6 | -0.6 | -2
CCOC(=O)c1c(C)oc2cc(Sc3ccccc3)c(O)c(O)c12 | 17 | i | -2 | 6 | 4 | 14 | 16 | 0.9 | -8
O=C(CSc1ncn[nH]1)Nc1nc2c(F)c(F)c(F)cc2s1 | -4 | i | 3 | 5 | -3 | -53 | -37 | 2.2 | 5
CC(C)(C(=O)N1CCC1(C)C(=O)NS(=O)(=O)c1ccccc1Cl)c1ccccc1 (stereo not given) | -4 | i | 0 | -1 | -4 | -5 | -2 | -0.3 | 1
COC(=O)c1ccccc1NC(=O)NCCc1ccc(OC)c(OC)c1 | -7 | i | -2 | 0 | 0 | -4 | -3 | 0.5 | 8
CCOCCCn1cnc2c3cc(F)ccc3n(C)c2c1=O | -2 | i | -3 | 1 | 0 | 1 | 1 | -0.9 | -4
Cc1ncc(CSc2nccc(=O)[nH]2)c(CO)c1O | -5 | i | 0 | 2 | 3 | -5 | 6 | 1.2 | 1
CCOc1ccccc1CNCC1CCCO1 (stereo not given) | 0 | i | 4 | -4 | 1 | -3 | -5 | -0.5 | 7
O=C(NC(=S)NCc1ccco1)c1ccccc1[N+](=O)[O-] | -8 | i | -7 | -3 | 0 | -5 | 11 | 0.8 | -1
Cc1ccc(C)c(Nc2nc3nonc3nc2N2CCOCC2)c1 | -15 | i | -5 | 1 | 0 | 0 | 7 | 2.7 | -1
Cc1ccc2nc(Cl)c(C3CC(c4cccs4)=NN3S(C)(=O)=O)cc2c1 (stereo not given) | -4 | i | 0 | -2 | -3 | 35 | -2 | -0.7 | -1
Additional records.
SMILES | eLon inh | Rpn11 inh | MsrA act | MT1-MMP act inh | Rin1 Abl inh | FAS TE block | MLLE-PAM2 inh | MsrA inh | CSN deneddyl inh
CCc1ccc(C(=O)Cn2ncc(Cl)c(Cl)c2=O)cc1 | -1 | i | -7 | -12 | 1 | 8 | -15 | -0.2 | 2
CCOc1cc(C(c2c(C)[nH][nH]c2=O)c2c(C)[nH][nH]c2=O)cc([N+](=O)[O-])c1O | 8 | i | 1 | 5 | -2 | 5 | -13 | 0.4 | 3
Cc1c(C(=O)NCc2cccnc2)oc2ccc(S(=O)(=O)N3CC(C)CC(C)C3)cc12 (stereo not given) | -3 | i | -2 | 1 | 3 | -1 | 13 | -0.6 | -3
CCC(C)/C(C)=N/NC(=O)c1ccccc1OCCOc1ccccc1 (stereo not given) | -3 | i | -5 | -2 | 1 | -9 | 0 | 1.2 | -3
CC1=Cc2ccccc2C(C#N)N1C(=O)c1ccccc1 (stereo not given) | -4 | i | 0 | -5 | 0 | 9 | 4 | 1.2 | 5
O=C(c1cn(-c2ccccc2)nc1-c1ccccc1)N1CCOCC1 | 1 | i | 0 | 0 | 3 | 0 | -6 | 1.2 | 2
COc1ccc(C(=O)Nc2ccc(NC(=O)c3cccc(OC)c3)cn2)cc1 | -9 | i | -1 | 1 | -2 | 5 | -2 | -1.0 | -3
COc1ccc(C(CC(=O)O)n2cnnn2)cc1 (stereo not given) | -8 | i | -9 | 0 | 2 | -9 | -6 | -0.3 | -5
CC(Oc1ccc(C#N)cc1)C(=O)c1ccc(F)c(F)c1 (stereo not given) | 7 | i | 0 | -3 | 3 | 14 | 16 | 0.3 | 4
Cn1c(=O)[nH]c(=O)c2c1nc(SCCC(=O)O)n2Cc1cccc(Br)c1 | 3 | i | -7 | -1 | -3 | 1 | -127 | -0.6 | -4
CC1CN(C/C(=N\O)C23CC4CC(CC(C4)C2)C3)CC(C)O1 (stereo not given) | -9 | i | 0 | -4 | 1 | -7 | -7 | -0.7 | -1
CC1(C)C/C(=N\O)C(C(O)c2cccc([N+](=O)[O-])c2)C(C)(C)N1 (stereo not given) | 9 | i | -3 | 0 | 2 | -5 | 8 | 0.1 | 0
COc1ccc(N2CSC3=C(C#N)C(c4ccc(OC)c(OC)c4)CC(=O)N3C2)c(OC)c1 (stereo not given) | -7 | i | -2 | -5 | -2 | -4 | -68 | 1.7 | 1
Cc1ccc(NC2=NCC(Cc3ccc(Br)cc3)S2)cc1 (stereo not given) | 9 | i | 1 | -21 | 1 | -160 | 4 | -0.5 | 7
Cc1ccc(C(=O)Nc2nc(-c3ccccn3)cs2)cc1S(=O)(=O)N1CCOCC1 | 1 | . | -1 | 2 | -3 | 20 | 25 | -0.1 | -4
O=C(CN1CCN(c2ccccc2)CC1)Nc1ccccc1C(F)(F)F | 1 | i | -2 | 4 | 0 | 8 | -8 | 0.4 | 1
COc1ccc(NC(=O)c2[nH]ncc2[N+](=O)[O-])cc1 | -4 | i | -6 | 4 | -4 | -31 | 4 | -0.6 | -8
CCC/C(C#CCCN1C(=O)c2ccccc2C1=O)=C1/c2ccccc2C(=O)N1c1ccccc1 | 2 | i | -1 | 4 | 2 | 22 | 4 | 0.1 | 3
COc1ccc(CNc2nc(-c3cccnc3)nn2C(=O)c2ccco2)cc1 | 2 | i | -3 | 0 | 1 | 15 | -4 | 1.2 | -5
O=C(CSCc1c(Cl)cccc1Cl)Nc1ccccc1-c1ccccc1 | -1 | i | -2 | -9 | 0 | 28 | -10 | 0.9 | -1
Cc1cc(NC(=O)COC(=O)C2CCN(S(=O)(=O)c3ccccc3)CC2)c([N+](=O)[O-])cc1C | 4 | i | -6 | -3 | -2 | 20 | -7 | 1.1 | -3
CN(C)S(=O)(=O)c1cc(NC(=O)CNCc2ccc(F)cc2)ccc1Cl | -9 | i | -3 | 5 | 1 | 0 | -4 | 0.1 | 2
O=S1(=O)CCO[C@H]2Cc3ccccc3[C@H]2N1Cc1cccc(Cl)c1 | -1 | i | 0 | 2 | -3 | 16 | 6 | 0.6 | -2
O=C(c1ccco1)N1CCN(C(=O)C2CCN(S(=O)(=O)c3cccs3)CC2)CC1 | -13 | i | 1 | 3 | 0 | -6 | 2 | -0.8 | -1
O=C(COC(=O)Cn1cnc2ccccc21)Nc1ccc2c(c1)C(=O)c1ccccc1C2=O | -11 | i | -11 | 10 | -3 | -13 | -2 | 1.0 | -2

One compound at a time, from the list above. Order of screens: eLon inh	Rpn11 inh	MsrA act	MT1-MMP act inh	Rin1 Abl inh	FAS TE block	MLLE-PAM2 inh	MsrA inh	CSN deneddyl inh
O=C(c1ccco1)N1CCN(C(=O)C2CCN(S(=O)(=O)c3cccs3)CC2)CC1 is listed with -13	i	1	3	0	-6	2	-0.8	-1
CC1=Cc2ccccc2C(C#N)N1C(=O)c1ccccc1 (stereo not given) is listed with -4	i	0	-5	0	9	4	1.2	5
Cc1c(C(=O)NCc2cccnc2)oc2ccc(S(=O)(=O)N3CC(C)CC(C)C3)cc12 (stereo not given) is listed with -3	i	-2	1	3	-1	13	-0.6	-3
O=C(CN1CCN(c2ccccc2)CC1)Nc1ccccc1C(F)(F)F is listed with 1	i	-2	4	0	8	-8	0.4	1
O=C(COC(=O)Cn1cnc2ccccc21)Nc1ccc2c(c1)C(=O)c1ccccc1C2=O is listed with -11	i	-11	10	-3	-13	-2	1.0	-2

Further compounds
SMILES | eLon inh | Rpn11 inh | MsrA act | MT1-MMP act inh | Rin1 Abl inh | FAS TE block | MLLE-PAM2 inh | MsrA inh | CSN deneddyl inh
FC(F)(F)c1cccc(N2CCN(C(=S)NC3CCCC3)CC2)c1 | 14 | i | 2 | 10 | 0 | 32 | -130 | 0.7 | 3
CC1(C)Cc2c(sc(NC(=O)C(=O)N3CCCC3)c2C(N)=O)CO1 | -26 | i | -4 | 2 | -2 | -3 | 18 | 2.0 | -7
COC(=O)C1=C(C)N(Cc2ccccc2)C(=NCC(C)C)N[C@H]1c1cccc(C(F)(F)F)c1 | -5 | i | 3 | 0 | 1 | -2 | -116 | . | 111
COc1ccc(S(=O)(=O)N2CCCN(S(=O)(=O)c3ccc(OC)c(C)c3)CC2)cc1C | -6 | i | -3 | -12 | 3 | 27 | -11 | 0.0 | -1
Cc1cc(N2CCOCC2)ccc1/C=C1\SC(=O)N(C(C)C)C1=O | -8 | i | -3 | -11 | 4 | 19 | -41 | -0.5 | 4
COc1ccc(-c2noc(-c3cccnc3)n2)cc1OC | -28 | i | -4 | -3 | 3 | -8 | 6 | -0.3 | 1
COC(=O)C1C(=O)CC(C)(O)C(C(=O)OC)C1c1ccc2c(c1)OCO2 (stereo not given) | 4 | i | 0 | 19 | 4 | -8 | 13 | -0.7 | -2

Compound activity (PubChem)
